Luc counter: Counterscreen for Luciferase (Kinase-Glo TM) Inhibition; Luciferin 4-monooxygenase (Photuris pensylvanica), Q27757; Kinase-Glo luciferase, ATP luminescence, 8 min; Potency, µM (top dose mostly 38.3 µM), for the others: at the top dose activity change, negative = inhibition, actives largely listed as inhibitors; hit rate 0.28% among 200,000; AID 1379, 2008; further: potency means the concentration at half of the fitted maximal effect; on the % scale 0 is the no-effect control and ±100 the full control effect; nearly all actives have a fitted effect of over 60% in size
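Compound is pinned into ATP-containing buffer (10 uM ATP, imidazole pH 7.2, 7 mM MgCl2). Kinase-Glo luciferase reagent is then added. Light output is recorded following an 8-min room-temperature incubation.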
CBFb RUNX1 block: qHTS Assay for Compounds Blocking the Interaction Between CBF-beta and RUNX1 for the Treatment of Acute Myeloid Leukemia. 230,000 tested, under 10 active. Runt-related transcription factor 1 (Homo sapiens) + Core-binding factor subunit beta …. AID 1477, 2009. Potency, µM (titrated, usually from 59.8 µM), without a hit: at the highest dose activity, negative = inhibition, usual class: inhibitors. AlphaScreen CBFb-His/RUNX1-biotin binding, biochemical; further: % of control where 0% means no effect
Target sequence (Q01196 whole entry, looked up): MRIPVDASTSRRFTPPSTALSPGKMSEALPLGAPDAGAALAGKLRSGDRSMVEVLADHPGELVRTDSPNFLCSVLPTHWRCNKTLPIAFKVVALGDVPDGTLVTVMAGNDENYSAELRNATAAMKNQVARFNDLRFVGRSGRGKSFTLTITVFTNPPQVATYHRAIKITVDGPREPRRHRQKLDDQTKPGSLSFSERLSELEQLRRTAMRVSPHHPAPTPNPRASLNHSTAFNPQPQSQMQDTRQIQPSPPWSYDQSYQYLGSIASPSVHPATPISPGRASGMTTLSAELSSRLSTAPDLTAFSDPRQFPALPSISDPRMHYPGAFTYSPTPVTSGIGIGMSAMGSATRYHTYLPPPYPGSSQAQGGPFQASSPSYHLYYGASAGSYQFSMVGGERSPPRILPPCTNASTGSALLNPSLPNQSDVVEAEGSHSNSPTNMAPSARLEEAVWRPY
Target sequence (Q13951 whole entry, looked up): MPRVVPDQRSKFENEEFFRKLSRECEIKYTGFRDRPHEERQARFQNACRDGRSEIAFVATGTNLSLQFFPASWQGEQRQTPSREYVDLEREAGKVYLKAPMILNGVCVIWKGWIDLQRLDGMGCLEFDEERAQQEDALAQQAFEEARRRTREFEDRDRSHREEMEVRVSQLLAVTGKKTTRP
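CBFb-His/RUNX1-biotin, 30 nM each, preincubated 20 min RT; compound 15 min RT; Ni + streptavidin beads 50 ng each, 90 min RT; AlphaScreen read.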
aGal spleen mod: qHTS Assay for Inhibitors and Activators of Human alpha-Galactosidase From Spleen Homogenate | human spleen homogenate, 4MU-alpha-Gal fluorescence, 40 min | Potency, µM (doses to about 80 µM), for inactives: at the highest dose activity change, negative = inhibition, most hits filed as inhibitors | hit rate 0.008% among 240,000;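 further: potency means the concentration at half of the fitted maximal effect; 0% = enzyme with vehicle and -100% = no enzyme basal signal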
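Spleen homogenate 1 ug + cpd (titration) + 4-MU-alpha-D-galactopyranoside 1 mM; 37C 40 min; 50 mM citrate/phosphate pH 5.0, 0.01% Tween-20; stop pH 10; fluorescence 365/440; AC50 via Hill.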
LMNA splice mod: qHTS Assay for Modulators of Lamin A Splicing; HeLa LMNA splicing GFP/RFP minigene ratio, 48 h; Potency, µM (top dose mostly 46.1 µM), for inactives: at the top dose ratio change, negative = inhibition, hits mostly inhibitors; hit rate 0.01% among 200,000; active means well fitted inhibition curve with a large enough effect in the signal ratio, with a control signal flat, not every such curve was filed as active; inconclusive means small, poorly fitted or top-dose-only effect, or effect the other way, or a change in a side signal; the % refers to the signal ratio; further: potency means the concentration at half of the fitted maximal effect; on the % scale 0 is the no-effect control and ±100 the full control effect
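S3 HeLa stable clones carrying a lamin A-EGFP splicing minigene plus DsRed2 were seeded at 600 cells/well in Opti-MEM with 2% FBS, pin-dosed and incubated 48 h at 37°C. Acumen cytometry (488 nm) gave the GFP/RFP total-intensity ratio.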
NPSR antagonist: qHTS Assay for Antagonists of the Neuropeptide S Receptor: cAMP Signal Transduction. Potency, µM (series often up to 38.3 µM), for inactives: top-dose activity change, negative = inhibition, actives largely listed as inhibitors. hit rate 1% among 220,000. CHO-NPSR cells, cAMP TR-FRET, antagonist mode. AID 1461, 2008; further: potency means the concentration at half of the fitted maximal effect; on the % scale 0 is the no-effect control and ±100 the full control effect; nearly all actives have a fitted effect of over 50% in size; many of its hits are not listed in these tables
Target sequence (Q6W5P4 whole entry, looked up): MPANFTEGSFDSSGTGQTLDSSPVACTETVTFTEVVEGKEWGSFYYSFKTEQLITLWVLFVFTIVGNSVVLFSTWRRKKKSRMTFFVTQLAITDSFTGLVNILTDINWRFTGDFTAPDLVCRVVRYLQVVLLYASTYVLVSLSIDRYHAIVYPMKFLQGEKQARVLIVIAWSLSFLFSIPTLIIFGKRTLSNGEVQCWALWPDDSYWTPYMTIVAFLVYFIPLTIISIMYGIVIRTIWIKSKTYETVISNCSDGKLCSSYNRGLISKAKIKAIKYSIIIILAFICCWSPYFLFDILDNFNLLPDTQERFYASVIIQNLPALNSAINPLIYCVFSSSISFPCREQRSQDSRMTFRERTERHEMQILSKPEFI
Epigenetic derep: Quantitative High-Throughput Screen for Regulators of Epigenetic Control; murine LDR cells, GFP reporter derepression, 30 h; Potency, µM (highest dose often 53.9 µM), inactives show at the top dose GFP activation, usual class: activators; hit rate 0.2% among 280,000; AID 1865, 2009; further: potency means the concentration at half of the fitted maximal effect; % of control where 0% means no effect; nearly all actives have a fitted effect of over 60% in size
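GFP-positive cell count by laser-scanning cytometry (objects 20–120 um) after 30 h, 37 C compound exposure of murine LDR cells; reporter is CMV-GFP integrated at a silenced locus, inducible by HDAC or DNMT inhibitors.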
IMPase Li inh: qHTS Assay for Identifying the Cell-Membrane Permeable IMPase Inhibitors: Potentiation with Lithium. CHO-M1 cells, IP1 TR-FRET (IP-One), carbachol + lithium. Potency, µM (highest dose often 59.4 µM), inactives show at the top dose activity, negative = IMPase inhibition, usual class: inhibitors. hit rate 0.35% among 210,000. AID 1457, 2008;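 further: IP1 builds up when IMPase is blocked and the TR-FRET signal falls; potency means the concentration at half of the fitted maximal effect; plate controls were basal vehicle for no effect and high inhibitor control for full effect; nearly all actives have a fitted effect of over 50% in size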
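CHO-M1, 2000 cells/well, 16–30 h culture; cpd + low Li+, 30 min 37C; lysis with d2-IP1/Eu-anti-IP1 Ab, 10 min RT; TR-FRET 665/620 ratio and 620 channel; AC50 via Hill.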
Starred values were filed as active, the others as inactive; ? = inconclusive; nt = no result given; & = joins results of further samples; [ ] = remark or other dose. Unless noted, the call rests on the fitted dose curve; in most records, active means well fitted curve in the direction sought with a large enough effect; inconclusive means small, poorly fitted or top-dose-only effect, or another doubt; inactive means no such curve, though single readings can be large; an effect the other way counts as inactive or inconclusive. An excerpt, so the mix of outcomes need not match the whole.

Values run as follows: Luc counter, CBFb RUNX1 block, aGal spleen mod, LMNA splice mod, NPSR antagonist, Epigenetic derep, IMPase Li inh
- c1cncc(CNC2=NCCC2)c1
→ -0.7%, 1.5%, -4.8%, 0.7%, -2.3%[46.1 µM], -1.1%, 1.9%[38.3 µM]
- O=c1[nH]c(O)c(Cc2ccc3c(c2)OCO3)c(=O)[nH]1
→ nt, 1.7%, 10.6%, nt, 15.7%, 2.4%, nt
- Cc1ccc2c(c1)CC1(CN2C)C(=O)NC(=O)N(c2ccc(C)c(C)c2)C1=O (stereo not given)
→ -1.5%, 0.0%, -5.8%, -5.5%, -10.2%[46.1 µM], -0.2%, 5.1%[38.3 µM]
- CCC(=O)N1N=C2C3CCN(CC3)C2C1c1ccccc1 (stereo not given)
→ -2.6%, 0.6%, -14.0%, 4.9%[0.0737 µM], 4.6%[46.1 µM], -0.9%, -3.9%[38.3 µM]
- NP(N)(=O)NC(=O)c1ccc(F)cc1
→ -19.7%, 18.2%[21.7 µM], -1.8%, nt, nt, 1.6%, 13.3%
- O=C(CNC(=O)OCc1ccccc1)Nc1ccc(Br)cc1C(=O)c1ccccc1Cl
→ 2.4%, -5.7%, 0.2%, -6.1%, -48.5%, 0.0%, 18.8%
- c1ccc(OCCSc2nc3ccccc3[nH]2)cc1
→ 0.8%, -1.8%, -2.9%, ?, 2.4%, -1.0%, 10.1%
- O=C(CSc1nnnn1-c1ccccc1)Nc1ccc(N2CCOCC2)c(Cl)c1
→ -2.2%, -4.8%, -7.4%, ?, -16.6%[46.1 µM], 0.0%, -1.5%[38.3 µM]
- c1ccc(C2CNCc3ccccc32)cc1 (stereo not given)
→ nt, 7.5%, -2.0%, nt, nt, 6.3%, 31.4%[activator]
- O=C1NC(=S)N(c2ccc(Br)cc2)C(=O)/C1=C/N1CCN(C(=O)c2ccco2)CC1
→ -1.0%, -5.4%, -3.5%, -9.5%[46 µM], 5.9%, -0.1%, -2.1%
- CN1CCC2(CC1)NC(=O)c1ccccc1N2
→ nt, 23.5%, ?, nt, 12.1%, 1.1%, nt
- O=C1/C(=C/c2cccnc2)SC(=NCc2ccccc2)N1Cc1ccccc1
→ -1.8%, -0.1%, -0.5%, ?, ?, -0.1%, 18.4%
- Cn1cc(C(=O)N2CCOCC2)c2ccccc21
→ -1.8%, 2.5%, -3.3%, -9.9%[46 µM], 9.5%, -0.3%, -9.0%
- CC(C(=O)c1c[nH]c2ccccc12)N1CCc2ccccc2C1 (stereo not given)
→ -5.0%, 3.4%, 5.7%, ?, 7.7%[7.67 µM], 0.4%, 5.4%[38.3 µM]
- CN(C)c1ccc(P(=S)(N(C)C)N(C)C)cc1
→ -1.7%, -4.7%, 7.6%, 12.5%, -14.3%[46.1 µM], -2.6%, 7.4%[38.3 µM]
- CN1CCN(c2ccc(/C=C3\C(=O)NC(=S)N(c4cccc(Br)c4)C3=O)o2)CC1
→ -10.6%, -9.4%, -7.2%, 4.1%, -22.3%, 2.1%, 0.5%
- Cc1cccc(CN2CCCC(C(=O)c3ccc(C(F)(F)F)cc3)C2)n1 (stereo not given)
→ -3.4%, 6.3%, -3.4%, nt, -46.8%, 2.7%, 25.2%
- Nc1ccc([As](=O)(O)O)cc1
→ -1.8%, 14.1%&15.2%, 12.7%&4.8%, -2.3%&-3.5%, -10.7%, -3.0%, -1.7%
- Nc1ccccc1C(=O)OCc1ccc([N+](=O)[O-])cc1
→ 0.0%, -3.8%, -3.7%, ?, -5.2%, 7.2%, 0.1%
- O=C(COc1ccccc1)N1CCN(CC2CC3C=CC2C3)CC1 (stereo not given)
→ 0.0%, -3.1%, 1.1%, 5.3%, 6.5%[46.1 µM], 0.0%, 3.1%
- CC1(C)C2C[C@@H](O)[C@]3(C)C(CC[C@@]4(C)[C@H](c5ccoc5)C[C@H]5O[C@]543)[C@@]2(C)[C@@H](O)C[C@H]1O (stereo not given in full)
→ 0.2%, 9.4%, 2.7%, nt, nt, 3.0%, 7.6%
- COC[C@H]1OC(=O)c2coc3c2[C@@]1(C)C1=C(C3=O)[C@@H]2CCC(=O)[C@@]2(C)C[C@H]1OC(C)=O
→ nt, 1.1%, 11.0%, nt, nt, ?, ?
- CCCOC(=O)COc1cc(C)cc2oc(=O)c3c(c12)CCC3
→ 0.1%, 8.5%, 0.9%, -1.0%, ?, -2.6%, 11.9%[38.3 µM]
- CCOC(=O)c1[nH]ncc1CN1CCCC(C(=O)c2cccc(Cl)c2)C1 (stereo not given)
→ nt, 2.6%, 2.1%, nt, 11.8%, -1.1%, nt
- O[C@H]1[C@H](O)[C@@H](O)CN2CC[C@H](O)[C@H]12
→ 3.2%[39.9 µM], 10.7%&-6.6%&-0.3%, 7.1%&-5.0%&-3.7%, -2.8%, 7.4%, 0.0%&-0.1%&1.3%, -9.1%&3.1%&-7.4%
- CCOC(=O)C1C(C=C(C)C)C1(C)C (stereo not given)
→ 1.0%, nt, 8.6%, ?, nt, -1.3%, 1.1%
- O=C(CCN1CCOCC1)NCC(=O)Nc1ccc(Br)cc1C(=O)c1ccccc1
→ -1.1%, -0.7%, -11.0%, -2.0%, -5.4%[46.1 µM], 0.0%, 36.2%[38.3 µM]
- CCc1ccccc1NC(=O)CNC1CCCCC1
→ 2.4%, 0.1%, 1.5%, nt, -3.1%, 3.1%, -0.9%
- CC/C(=N\NC(N)=O)c1c(O)[nH]c(=O)[nH]c1=O
→ nt, 7.4%, 2.5%, nt, 14.9%, -1.3%, nt
- C[Se]C[C@H](N)C(=O)O
→ -10.2%, -3.4%, 27.1%, ?, -1.6%[46.1 µM], ?, -8.2%
- CCOC(=O)c1ccc(-n2c(N)c(C(=O)NCC3CCCO3)sc2=S)cc1 (stereo not given)
→ -0.5%, -14.1%, -13.6%, ?, -2.0%[46.1 µM], 0.9%, -7.7%[38.3 µM]
- COc1cc2c(cc1OC)-c1c3c(cc4c1[C@@H](C2)N(C)CC4)OCO3
→ 1.2%, 0.8%[2.36 µM], 3.0%, ?, 1.6%, 1.0%, 5.9%
- CN(C)C1C(=O)C(C(N)=O)=C(O)[C@@]2(O)C(=O)C3=C(O)c4c(O)cccc4[C@](C)(O)C3C(O)C12 (stereo not given in full)
→ -3.8%, nt, 11.5%, nt, nt, -1.3%, ?
- c1cc(CCN2CCCC2)ccn1
→ nt, -5.5%, -8.9%, nt, -17.0%, 4.2%, nt
- CC/C(=N\N1CCCCCC1)c1c(O)n(-c2ccc(C)cc2)c(=O)[nH]c1=O
→ 2.9%, -2.5%, 0.7%, -13.9%, -21.5%[46.1 µM], -0.9%, 6.4%
- O=C(c1cccnc1)C1CCCN(Cc2nc(-c3cnccn3)no2)C1 (stereo not given)
→ nt, 2.6%, -3.4%, nt, 10.8%, 5.8%, nt
- COc1ccc(CN2CC3CC(C2)c2cccc(=O)n2C3)cc1OC (stereo not given)
→ -2.4%, 2.2%, -2.8%, 4.3%, 3.6%[46.1 µM], -1.0%, -2.5%[38.3 µM]
- N#CC(C#N)=Cc1ccc(-c2ccccc2)o1
→ 1.0%, 4.4%, -1.2%, ?, -2.0%, 3.2%, 5.4%
- Oc1ccc(/C=N/NP(=S)(c2ccccc2)c2ccccc2)cc1
→ -4.6%, -17.8%, 1.1%, -3.8%, -24.5%[46.1 µM], 2.7%, 35.8%[activator][38.3 µM]
- O=C(Cc1ccccc1)N1CCN(CC2CC3C=CC2C3)CC1 (stereo not given)
→ 1.4%, -2.5%, -4.2%, 0.9%, -5.0%[46.1 µM], 0.0%, 1.3%
- CSc1ccc(C(=O)C2CCCN(Cc3cc4ccccc4[nH]3)C2)cc1 (stereo not given)
→ -1.0%, -8.1%, 4.0%, ?, ?, 2.2%, 27.6%
- N#CC(=Cc1ccc(O)c(O)c1)C(N)=S
→ -6.6%, -9.8%, 21.2%, ?, ?, 1.1%, 42.2%[activator]
- Cc1ccc2c(c1)CC1(CN2C)C(=O)NC(=O)N(c2cccc(C)c2C)C1=O (stereo not given)
→ 1.1%, -0.3%, -4.9%, -1.6%, -10.5%[46.1 µM], -0.7%, -5.3%[38.3 µM]
- COC(=O)c1ccccc1-n1c(C)nc2ccccc2c1=O
→ 2.4%, 0.1%, 5.1%, 6.1%, 8.4%, -1.0%, 3.5%
- Cc1cc(/C=C2/C(=O)NC(=O)N(C)C2=O)c(C)n1-c1ccccc1
→ -5.6%, 4.2%, -0.9%, ?, 2.0%, -1.3%, 6.9%
- OC(c1ccc(Cl)cc1)(c1ccc(Cl)cc1)C(Cl)(Cl)Cl
→ nt, 6.8%[21.7 µM], 12.9%, nt, nt, nt, 26.9%
- CCOP(=O)(OCC)Oc1cc(C)c(N(C)C)c(C)c1
→ nt, 12.8%, -6.1%, nt, 21.2%, 1.1%, nt
- CC(C)C(=O)Nc1ccc(S(=O)(=O)N2CC3CC(C2)c2cccc(=O)n2C3)cc1 (stereo not given)
→ 1.7%, 14.6%, 6.6%, ?, 19.0%, -3.0%, -4.5%
- CN(C)c1ccc(C=C2C(=O)NC(=O)NC2=O)cc1[N+](=O)[O-]
→ -1.9%, -4.4%, -1.3%, -19.0%[46 µM], 5.2%, 0.0%, -7.7%
- CN[C@@H]1C[C@@]2(C)O[C@@H]([C@@H]1OC)n1c3ccccc3c3c4c(c5c6ccccc6n2c5c31)C(=O)NC4
→ nt, -2.1%, 4.6%, nt, nt, 0.8%, -14.0%
- C=C[C@@H]1C[C@@]1(C)[C@@H](NP(=O)(c1ccccc1)c1ccccc1)c1ccccc1
→ 1.5%&-1.3%, 3.4%[2.36 µM], 0.4%&3.6%, ?, -59.6%, -1.8%&3.2%, 16.3%&8.3%
- CN1CCN(c2ccc(N)cc2)CC1
→ -13.7%, -9.7%, 6.3%, -11.3%, -26.3%[46.1 µM], -1.0%, 50.0%[activator][38.3 µM]
- Cc1ccc(OCCn2cccc2/C=C2/C(=O)NC(=O)N(Cc3ccco3)C2=O)cc1
→ nt, -16.0%, -0.6%, nt, -19.2%, 6.5%, nt
- COc1ccc(NC(=O)N2CCC3(CC2)OCCO3)c(OC)c1
→ -8.1%, -0.6%, 4.0%, 8.4%[46 µM], -30.3%, 2.5%, 1.5%
- CSc1ccc(C(=O)C2CCCN(C)C2)cc1 (stereo not given)
→ 0.6%, 6.9%, -0.5%, nt, -1.8%, 5.4%, 7.4%
